hDAT+cocaine: changed human dopamine transporter uptake under cocaine IC80 | LLC-PK1 hDAT cells, [14C]-dopamine uptake with cocaine IC80; actives deviate in either direction | B-score at 10 µM | 110,000 compounds, 1.3% hits;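 active means Z score or B-score, a plate-position-corrected score, falls beyond the plate's 99.7% confidence bounds, in either direction; inactive means both scores lie inside the 99.7% bounds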;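 further: scored against the spread of the other compound wells on the same plate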
Candida biofilm: kills Candida albicans biofilms; C. albicans biofilm + clotrimazole, Alamar Blue; inhibition, % at 6 µM; 85,000 compounds, 0.14% hits;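 active means inhibition above 20%; inactive means inhibition below 20%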;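 further: preformed 24 hr biofilms exposed to compound for 48 hr; 0% = biofilm without compound and 100% = blank killed by clotrimazole plus chlorhexidine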
VCAM1 TNFa inh: reduces TNF alpha induced VCAM1 expression in HUVEC. HUVEC TNFa-induced VCAM-1 immunofluorescence, high-content imaging. inhibition, % at 2 µM. 95,000 compounds, 0.48% hits. AID 802;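 active means inhibition above the batch mean plus 3 SD, with images confirmed as a hit by eye, cut at about 37% in these data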;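 further: 0% = TNF-stimulated DMSO wells and 100% = unstimulated control wells; not every result past the cut was called active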
HUVEC tox TNFa: toxic to HUVEC cells under TNF alpha stimulation; 93,000 compounds, 0.17% hits; HUVEC TNFalpha-stimulated, Hoechst cell count, imaging; cell count reduction, % at 2 µM;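 active means cell count reduction exceeding the screen mean by over 5 SD, scaled to untreated wells per plate, cut at about 78% in these data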;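 further: cells counted after 24 h of TNF alpha exposure following the 1 h pretreatment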
IL1B cytotox: HUVEC cytotoxicity counter-screen, IL-1B stimulated; cell count reduction, % at 2 µM; 94,000 compounds, 0.41% hits; HUVEC cell count loss, Hoechst imaging; AID 845;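 active means cell count reduction more than 3 SD above the screen-wide mean, cut at about 70% in these data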;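 further: normalized per plate to untreated control cells as the no-loss baseline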
CYP2C9 act: CYP2C9 (human) activation. 96,000 compounds, 1.4% hits. recombinant CYP2C9, luciferin-H conversion, luminescence; active compounds read high; factor 1 = untreated enzyme, 0 = blocked. activation factor at 5 µM. P11712;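 active means activation factor of 2 or more for CYP2C9 at a 5 µM dose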;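 further: 0 = sulfaphenazole-blocked wells and 1 = vehicle-only wells; values of inactives mirror those of a sister screen read the other way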
CYP2C19 act: activators of human cytochrome P450 2C19. P33261. recombinant CYP2C19, luciferin-H EGE luminescence; active compounds read high; 0 = fully inhibited enzyme, 1 = untreated enzyme. activation factor at 5 µM. 96,000 tested, under 10 active;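 active means activation factor of at least 2 at 5 µM in the primary screen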;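 further: 0 = wells with 2.5 mM tranylcypromine and 1 = vehicle-only wells; values of inactives mirror those of a sister screen read the other way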
Target sequence (P33261 whole entry, looked up): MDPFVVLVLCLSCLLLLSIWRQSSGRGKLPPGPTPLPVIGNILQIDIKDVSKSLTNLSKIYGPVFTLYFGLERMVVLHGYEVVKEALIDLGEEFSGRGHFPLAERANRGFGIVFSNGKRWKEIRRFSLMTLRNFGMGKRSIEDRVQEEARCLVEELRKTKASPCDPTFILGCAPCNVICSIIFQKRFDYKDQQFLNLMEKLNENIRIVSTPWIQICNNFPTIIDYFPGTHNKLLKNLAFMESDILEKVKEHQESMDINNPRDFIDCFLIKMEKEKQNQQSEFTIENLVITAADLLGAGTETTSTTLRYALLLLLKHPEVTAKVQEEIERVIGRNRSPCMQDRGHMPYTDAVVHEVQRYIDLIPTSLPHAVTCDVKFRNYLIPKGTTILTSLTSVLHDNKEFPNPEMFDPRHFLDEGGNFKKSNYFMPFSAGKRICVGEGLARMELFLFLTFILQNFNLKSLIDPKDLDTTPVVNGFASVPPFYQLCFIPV
CYP2C19 inhib: human CYP2C19 inhibition. P33261. CYP2C19 Supersomes, luciferin-H EGE luminescence, 30 min. inhibition, % at 5 µM. 96,000 compounds, 21% hits. AID 778;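 active means CYP2C19 inhibition above a set limit at 5 µM in the primary screen, cut at about 50% in these data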;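 further: plate controls were negative control wells for no effect and 2.5 mM tranylcypromine positive control for full effect; values of inactives mirror those of a sister screen read the other way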
CYP2C9 inhib: blocks human cytochrome P450 2C9. P11712. CYP2C9 Supersomes, luciferin-H conversion, luminescence. inhibition, % at 5 µM. 96,000 compounds, 20% hits. AID 777;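 active means blocking of liver enzyme CYP2C9 beyond about 50% at 5 µM, limit read from the data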; further: values of inactives mirror those of a sister screen read the other way
Numbers without * were called inactive; · = no result given.

molecule,hDAT+cocaine,Candida biofilm,VCAM1 TNFa inh,HUVEC tox TNFa,IL1B cytotox,CYP2C9 act,CYP2C19 act,CYP2C19 inhib,CYP2C9 inhib
CC(C)COC(=O)c1ccc(NC(=O)C2C3CCC(C3)C2C(=O)O)cc1 (stereo unspecified),-2.4,5,8,12,-3,1,0.9,7,-4
Cc1ccc(O)c(NC(=O)CCC2CCCCC2)c1,-1.4,6,79*,26,23,1,0.6,45,-1
Cc1sc2ncnc(Nc3ccccc3)c2c1C,-1.5,6,8,-4,27,1,0.5,50*,-1
CCOc1ccc(N(CC(=O)NC2CCCCCC2)S(=O)(=O)c2c(C)noc2C)cc1,-1.3,5,10,-14,-18,0.9,0.9,12,8
CCCCOC(=O)CSc1nc(N)c(C#N)c(-c2ccc(OCC)cc2)c1C#N,-0.79,9,6,-19,35,0.8,0.8,17,23
CSc1nc(-c2ccco2)cc(-c2ccccc2)c1C#N,-0.17,-3,11,-32,-25,0.3,0.8,25,66*
COc1ccc(-c2cc(C3CCN(c4ncccc4[N+](=O)[O-])CC3)[nH]n2)cc1,2.1,6,4,-18,10,0,0.2,85*,97*
Cc1ccc(OC(=O)N2CCOCC2)cc1,-0.0047,9,18,34,-14,1.1,0.9,10,-8
CCOC(=O)C(C)S(=O)(=O)c1ccc(C(F)(F)F)cn1 (stereo unspecified),-0.009,·,14,10,-20,1,0.5,54*,1
CCc1ccc(Nc2ncc3c(n2)CC(c2ccc(OC)cc2)CC3=O)cc1 (stereo unspecified),0.13,0,0,-3,8,0.2,0.7,26,79*
CCCC(=O)Nc1ccc(C(=O)NNC(=S)NC(=O)c2cccs2)cc1,-0.16,·,16,-4,2,0.7,0.9,7,28
CCCCC(=O)Nc1ccc(C(=O)NNC(=O)c2ccccc2Br)cc1,-0.38,·,-20,-16,11,1,1.2,-15,2
Cc1nn2c(-c3ccncc3)nnc2c2ccccc12,-0.42,·,-8,-9,-14,0.7,0.1,85*,26
CC(C)n1c(=N)c(C(=O)NCCc2ccccc2)cc2c(=O)n3ccccc3nc21,0.89,13,13,-30,-38,0.9,0.9,6,14
O=C(c1cc2cc([N+](=O)[O-])ccc2oc1=O)N1CCN(c2ncccn2)CC1,0.46,5,11,-8,5,1.2,1,5,-19
CCOC(=O)C1=C(C)NC(=O)NC1c1cn(-c2ccccc2)nc1-c1cccs1 (stereo unspecified),1.5,3,·,·,·,0.2,0.4,56*,80*
CC(C)CC(=O)Nc1ccccc1N1CCN(C(=O)c2ccccc2)CC1,-0.22,1,-17,·,-40,0.2,0.2,77*,76*
CCN(CC)S(=O)(=O)c1ccc(C(=O)NCc2ccc(C)cc2)cc1,0.11,2,27,0,-13,0.7,0.9,14,27
Cn1c(-c2c(N)n(CCCc3ccccc3)c3nc4ccccc4nc23)nc2ccccc21,0.88,8,5,-24,10,0.5,0.6,36,46
COc1nc(OCCNC(C)=O)nc(N(C)C)n1,-0.59,7,25,-17,0,1,0.9,6,3
COc1cccc(N2C(=O)C3CCCN3C2c2ccc(N(C)C)cc2)c1 (stereo unspecified),-1,5,12,-30,-1,0.6,0.6,38,37
Cc1ccccc1NC1=C(C(=O)c2ccccc2)N(C)S(=O)(=O)c2ccccc21,-1.8,·,13,1,-31,0.4,0.4,56*,63*
O=C1c2cccnc2C(O)N1C1CCCCC1 (stereo unspecified),-0.2,·,·,·,·,0.9,1,3,7
Cc1ccc(NC(=O)CSc2nnc(NC(=O)CN3CCOCC3)s2)cc1,0.41,·,5,4,15,0.9,0.4,57*,10
CCc1nc(-n2[nH]c(=O)c3ccccc3c2=O)c2c3c(sc2n1)CCCC3,-0.86,·,-1,-30,-7,·,·,·,·
O=c1[nH]c2ccccc2n1C1CCCCC1,·,·,-25,14,-4,1.1,0.8,15,-10
COc1ccccc1NC(=O)c1cc2n(n1)C(C(F)(F)F)CC(c1ccc3c(c1)OCO3)N2 (stereo unspecified),0.25,-1,7,-10,-68,0.2,0.2,81*,75*
CCn1c(SCC(=O)c2ccc3c(c2)OCCO3)nnc1C(C)C,-0.39,9,-3,-2,-12,0.9,0.1,94*,11
CCCCCCC(C)n1cc(C(C)=O)c(=O)[nH]c1=O (stereo unspecified),·,·,-12,5,-6,1.1,0.9,11,-6
Cc1ccnc(NCn2nnc3ccccc32)c1,0.069,·,4,-10,5,1,1.1,-6,-3
COC(=O)c1ccccc1NC(=O)COC(=O)c1ccco1,-0.18,·,4,5,5,0.9,0.6,36,12
COc1cc(C(=O)OCC(=O)Nc2cc(C)on2)ccc1OCc1ccccc1Cl,1.2,-1,15,-24,5,0.9,0.9,13,6
O=c1c2ccccc2nc2n1CCN2Cc1ccc(Cl)cc1,-0.21,·,·,·,·,0.3,0.3,74*,67*
Cc1cc(C(=O)OCC(=O)c2ccc(Br)s2)c(C)o1,·,6,-7,-8,-5,0.7,0.5,46,33
Cc1cc(NC(=O)CCNS(=O)(=O)c2cc(Br)cnc2N)ccc1Br,-0.063,3,13,3,5,0.6,0.7,30,41
CC(C)CNC(=O)c1ccccc1NC(=O)Nc1ccccc1,-0.4,4,-8,-7,5,0.5,0.7,32,52*
CC(C)C(=O)NC(=S)Nc1ccccc1C(=O)Nc1ccccc1,-0.84,·,23,10,12,1,1,4,5
COc1ccc(S(=O)(=O)N(C)CC(=O)NCCC2=CCCCC2)cc1,-0.42,-2,10,-9,-14,2.4*,0.7,32,-136
Cc1cc(C(=O)NCc2ccc(S(N)(=O)=O)cc2)c(C)o1,-0.036,4,-3,-12,-26,1.1,1.1,-9,-11
CC1=C(C(N)=O)C(c2cccnc2)n2nc(-c3cccc(Cl)c3)nc2N1 (stereo unspecified),-0.97,8,-6,9,-22,1,1,5,5
Cc1cccn2c(=O)c3cc(C#N)c(=N)n(CCCN4CCOCC4)c3nc12,0.44,2,4,·,-31,·,·,·,·
COc1ccccc1OCc1ccc(C(=O)NCc2cccnc2)o1,-0.39,3,-11,-12,-4,1,0.5,49,2
C=CCNC(=S)NNC(=O)c1ccccc1,-0.035,·,-11,9,-4,1,0.8,20,1
CC(C)CNc1c(N)c(=O)oc2ccccc12,0.21,-1,-2,-12,-4,0.9,1,0,12
O=C(CN1C(=O)C2CC=CCC2C1=O)NCC1COc2ccccc2O1 (stereo unspecified),-0.2,-2,-9,24,8,0.9,0.6,36,15
OC(CN1CCN(c2ccccc2)CC1)c1c[nH]c2ccccc12 (stereo unspecified),-0.055,2,-8,-28,-6,1,0.4,57*,5
CCOC(=O)N1CCC(NS(=O)(=O)c2ccc3c(c2)C(C)(C)C(=O)N3C)CC1,-0.036,7,·,·,·,1.3,0.9,6,-25
CCCOc1ccc2c(=O)c(N3C(=O)c4ccccc4C3=O)c(C)oc2c1,-0.15,5,9,8,-31,0.8,0.8,16,19
COC(=O)c1c(C)[nH]c(C)c1-c1ccccc1,-0.78,-4,8,-18,-22,0.7,0.4,60*,27
Cc1nn(-c2cc(C)c3ccccc3n2)c2c1CCC2,-0.33,1,18,-14,-36,0.9,0.8,24,10
CCOC(=O)Nc1ccc2c(c1)Nc1ccccc1S2,-0.84,12,12,-16,-13,0.9,1,0,15
CCOc1cccc(OCCOCCn2cnc3ccccc3c2=O)c1,0.43,4,8,-7,·,0.1,0.1,94*,86*
O=C(Nc1ccc2c(c1)OCO2)N1CCN(c2cccc(C(F)(F)F)c2)CC1,-1.8,4,-21,·,33,1,0.7,29,2
CCOC(=O)N1CCC(N2Cc3cccc(C(=O)Nc4cc(F)ccc4F)c3C2=O)CC1,-0.069,-2,-2,-40,-3,0.2,0.8,21,78*
CCOc1cc(C(=O)NC(C)CC)cc(OCC)c1OCC (stereo unspecified),0.83,-5,1,14,-6,0.9,1,3,13
CSc1nc2nc3c(cn2n1)C(=O)CC(c1ccccc1)C3 (stereo unspecified),-0.42,5,14,6,-12,0.5,0.5,51*,50
CN1CCN(S(=O)(=O)c2ccc(NC(=O)c3ccco3)cc2)CC1,-0.0071,7,46,·,-22,1.1,1.2,-16,-14
CC1CCc2cc(F)ccc2N1C(=O)CSc1nnc(-c2cccs2)n1C (stereo unspecified),1,0,3,-31,12,1.1,0.9,8,-5
Cc1ccc(SCCNC(=S)Nc2ccccc2)cc1,0.026,6,14,-21,6,0.9,0.7,34,10
O=C(Cn1cc(C(=O)c2cccs2)c2ccccc21)NCc1ccc2c(c1)OCO2,-0.52,2,·,·,·,0.3,0.4,64*,73*

More results follow.
molecule,hDAT+cocaine,Candida biofilm,VCAM1 TNFa inh,HUVEC tox TNFa,IL1B cytotox,CYP2C9 act,CYP2C19 act,CYP2C19 inhib,CYP2C9 inhib
Cc1cc(NC(=O)CSc2nc3ccsc3c(=O)n2CCCCC(=O)O)no1,-1.3,5,1,-38,-94,1.1,1.1,-10,-9
c1ccc(OCCOc2ncnc3sccc23)cc1,-1.2,2,9,10,-16,0.8,0.6,40,20
CCCc1nc(SCC(N)=O)[nH]c(=O)c1CC,-1.4,-3,·,·,·,1.1,1,0,-5
C/C(=C\c1ccccc1)CN1CCN(c2cccc(Cl)c2)CC1,-0.62,6,10,0,2,0.9,0.9,8,12
CCOc1ccccc1NC(=O)CSc1nnc2c(CC)c(C)nc(N)n12,-0.26,11,-9,·,-9,1.4,0.8,20,-37
CC1CCCC(C(=O)O)N1C(=O)CCS (stereo unspecified),-1.3,0,2,-7,8,1,1,-2,-4
COc1ccccc1C1C=C(c2ccc(Cl)cc2)Nc2nc(NS(C)(=O)=O)nn21 (stereo unspecified),-0.73,9,4,11,-36,1,1,1,5

Source: PubChem (several laboratories)
